# Screening data from PubChem BioAssay.
# AmpC detergent: blocks E. coli AmpC beta-lactamase in detergent assay | AmpC hydrolysis of nitrocefin, absorbance 480 nm, 0.01% Triton | 370,000 compounds, 0.041% hits | Potency, µM (doses to about 114 µM), for inactives: top-dose activity change, negative = inhibition, usual class: inhibitors | AID 485294;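 also: potency is read from the fitted curve at half-maximal effect; 0% = no-compound wells and -100% = no-enzyme wells; nearly all actives have a fitted effect of over 25% in size; some results filed as inactive show a strong effect at the top dose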
# Target sequence (P00811 whole entry, looked up): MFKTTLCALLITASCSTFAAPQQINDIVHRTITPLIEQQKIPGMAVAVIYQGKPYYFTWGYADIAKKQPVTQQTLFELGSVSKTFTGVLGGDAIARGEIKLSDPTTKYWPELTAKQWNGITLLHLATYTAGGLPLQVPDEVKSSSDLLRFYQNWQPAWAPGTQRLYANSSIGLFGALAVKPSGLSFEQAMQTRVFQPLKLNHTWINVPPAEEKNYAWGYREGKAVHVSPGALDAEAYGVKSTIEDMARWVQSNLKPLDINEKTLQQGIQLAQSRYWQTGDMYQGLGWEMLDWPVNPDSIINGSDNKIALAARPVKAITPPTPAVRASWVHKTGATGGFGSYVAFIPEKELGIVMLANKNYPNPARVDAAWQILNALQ
#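 20 mM phosphate pH 7.0 + 0.01% (detergent screen) or 0.0001% Triton X-100; 5.3 nM AmpC reagent; cpd preinc 15 min RT; nitrocefin (800 uM stock) to start; A480 q20 s × 4 min; Activity was normalised to no-enzyme and no-compound control wells.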
# AMA1-RON2 inh: disrupts binding of P. falciparum AMA1 to RON2. 360,000 compounds, 0.2% hits. AlphaScreen AMA1-biotinylated RON2 peptide binding. Potency, µM (titrated, usually from 58.2 µM), without a hit: top-dose activity change, negative = inhibition, most hits filed as inhibitors;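 also: potency is read from the fitted curve at half-maximal effect; 0% = vehicle wells and -100% = peptide control; nearly all actives have a fitted effect of over 45% in size; some results filed as inactive show a strong effect at the top dose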
#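 AMA1 (3D7) with his tag at 25 nM final met compounds first, then biotinylated RON2 peptide at 25 nM; detection used donor plus acceptor beads, 10 µg/mL apiece, read by AlphaScreen after 30 min at room temperature.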
# AmpC inh no detg: AmpC beta-lactamase inhibition without detergent; P00811; AmpC nitrocefin hydrolysis, absorbance 480 nm, 0.0001% Triton; Potency, µM (titrated, usually from 57.1 µM), for the others: top-dose activity change, negative = inhibition, usual class: inhibitors; 330,000 compounds, 0.52% hits;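 also: potency is read from the fitted curve at half-maximal effect; plate controls were no compound for no effect and no enzyme for full effect; nearly all actives have a fitted effect of over 20% in size; some results filed as inactive show a strong effect at the top dose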
#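 20 mM phosphate pH 7.0 + 0.01% (detergent screen) or 0.0001% Triton X-100; 5.3 nM AmpC reagent; cpd preinc 15 min RT; nitrocefin (800 uM stock) to start; A480 q20 s × 4 min; Activity was normalised to no-enzyme and no-compound control wells.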
# HCMV antiviral: blocks human cytomegalovirus replication; HFF cells, HCMV-luciferase reporter, 72 h; stronger effect = lower value; activity change, negative = inhibition, % at 57.5 µM; 410,000 compounds, 4.5% hits; AID 1259415; in the data active = activity change below about -60%; inconclusive = no clear call, values can overlap the other calls; inactive = above about -39%
#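 Steps: HFFs plated, 16 h 37C; compounds added; HCMV-luciferase added to MOI 1 PFU/cell; 72 h 37C; OneGlo reagent, 5 min room temperature; luminescence read, normalized to controls.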
# HCV inh: HCV inhibition. Huh7.5.1 HCVcc-Cre infection, luciferase reporter, 44 h. Potency, µM (titrated, usually from 41.8 µM), inactives show top-dose activity change, negative = inhibition, most hits filed as inhibitors. 340,000 compounds, 3.4% hits. AID 651820; also: potency is read from the fitted curve at half-maximal effect
#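 Cells seeded at 1,000/well and cultured 4 h, then compounds added followed by HCVcc-Cre virus (~0.5 moi). After 44 h further culture, luciferase substrate was added, plates held 15 min at room temperature, and luminescence read for 15 sec.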
# LmPK inhibitor: inhibitors of Leishmania mexicana pyruvate kinase. Potency, µM (series often up to 57.5 µM), without a hit: top-dose activity change, negative = inhibition, most hits filed as inhibitors. 290,000 compounds, 0.37% hits. Q27686. purified LmPK, Kinase-Glo ATP luminescence, 1 h. AID 1721; also: potency is read from the fitted curve at half-maximal effect
# Target sequence (Q27686 whole entry, looked up): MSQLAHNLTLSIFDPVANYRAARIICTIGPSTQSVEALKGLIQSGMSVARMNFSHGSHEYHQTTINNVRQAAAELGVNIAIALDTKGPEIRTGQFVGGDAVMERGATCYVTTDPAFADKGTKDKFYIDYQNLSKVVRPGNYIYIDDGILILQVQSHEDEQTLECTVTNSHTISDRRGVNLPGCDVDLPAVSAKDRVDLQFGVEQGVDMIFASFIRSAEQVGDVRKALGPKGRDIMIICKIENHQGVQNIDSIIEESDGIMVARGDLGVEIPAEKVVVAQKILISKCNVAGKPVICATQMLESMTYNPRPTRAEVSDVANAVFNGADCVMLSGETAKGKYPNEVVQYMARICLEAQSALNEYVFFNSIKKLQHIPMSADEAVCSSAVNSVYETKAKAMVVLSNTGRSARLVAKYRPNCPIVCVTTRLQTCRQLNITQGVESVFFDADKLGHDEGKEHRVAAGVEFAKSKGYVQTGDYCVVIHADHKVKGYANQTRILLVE
#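 Purified LmPK (0.1 nM) converted ADP (0.1 mM) to ATP with PEP (0.5 mM) in imidazole buffer pH 7.2 with KCl and MgCl2, 1 h at room temperature. ATP was read by Kinase-Glo luminescence; data normalized to uninhibited and no-enzyme controls.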
# Tb PYK inh: T. brucei pyruvate kinase inhibition | TbPYK enzyme, Kinase-Glo Plus ATP luminescence, 45 min | 410,000 compounds, 0.12% hits | Q57TT1 | Potency, µM (top dose mostly 76.8 µM), for inactives: top-dose activity, negative = inhibition, actives largely listed as inhibitors; also: potency is read from the fitted curve at half-maximal effect; nearly all actives have a fitted effect of over 50% in size
#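 Readout: single end-point luminescence (Kinase-Glo Plus, 10 min). Reaction conditions were TbPYK/substrate plus 130 uM ADP, 45 min at RT, pH 7.2 TEA buffer. No-enzyme wells served as controls, and data were normalized before concentration-response fitting.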
# The depositor's hits bear a star; ? = inconclusive; / = no result given; & = joins results of further samples; [ ] = dose if it differs, or a comment. Unless noted, calls follow the shape of the dose curve; as a rule, active = well fitted curve in the direction sought with a large enough effect; inconclusive = small, poorly fitted or top-dose-only effect, or another doubt; inactive = no such curve, though single readings can be large; an effect the other way counts as inactive or inconclusive. Unless noted, % is scaled to controls: 0 for no effect and ±100 for the full control effect.
SMILES,AmpC detergent,AMA1-RON2 inh,AmpC inh no detg,HCMV antiviral,HCV inh,LmPK inhibitor,Tb PYK inh
COc1cccc(/C=N/NC(=O)c2[nH]c(C)c(C(=O)N/N=C/c3cccc(OC)c3O)c2C)c1O,?,27.6%,35.2%,57.5,?,0.3%,-8.2%
Cc1cc(C)n2nc(CC(=O)NC3CCCCCCC3)nc2n1,-9.6%,-4.1%,-7.9%,25.8,6.6%,2.6%,-7.1%
COC(=O)[C@]1(CC(C)C)N[C@H](c2ccc(-c3ccc(F)cc3)c(OC)c2)[C@@H]2C(=O)N(C)C(=O)[C@@H]21,-4.5%,-5.7%,232.5%[activator],46.8,?,/,-10.3%
COC(=O)c1ccc(NC(=O)Cc2coc3cc(C)ccc23)cc1,14.2%,/,/,-8.2,/,/,2.3%
CN(CC(=O)Nc1ccc(Cl)c(C(F)(F)F)c1)Cc1cc(=O)n2ccsc2n1,-9.3%,35.6%[activator],84.7%[activator],?,9.2%,-9.5%,-16.2%
COc1ccc(Nc2nc(S(=O)(=O)c3ccc(C)cc3)c(Cl)s2)cc1,-15.6%,-16.4%,-14.4%,-94.1*,?,5.6%,-2.0%
COc1ccc(C)cc1NC(=O)c1cc2c(=O)n3cccc(C)c3nc2s1,-7.5%,/,/,-5.8,/,/,2.2%
NC(=NC1CCCCC1)NS(=O)(=O)c1ccccc1,-2.4%,2.9%,-8.8%,6.0,20.9%,-0.2%,-4.3%
CSCCC(NC(=O)c1ccc([N+](=O)[O-])cc1Cl)C(=O)OCC(=O)NCCCc1ccccc1 (stereo not drawn),-7.6%,-2.5%[11.6 µM],30.2%,-6.1,4.4%,2.2%,3.8%
CC(NCC1COc2ccccc2O1)C1COc2ccccc2O1 (stereo not drawn),2.3%,-29.3%,19.3%,0.3,6.0%,-5.6%,6.5%
CSCCC(NC(=O)c1ccc([N+](=O)[O-])cc1Cl)C(=O)OCC(=O)NCC(F)(F)F (stereo not drawn),-10.3%,9.4%,-12.7%,14.5,19.2%,1.5%,1.8%
CCCCNC(=O)c1ccc(-n2c(=S)[nH]c3ccccc3c2=O)cc1,-8.4%,57.8%[activator],-15.0%,-23.2,7.5%,0.5%,-1.4%
Clc1ccc(-c2noc3ncnc(NC4CCCCC4)c23)cc1,-1.2%,/,/,-22.7,/,/,-2.2%
c1ccc2c(c1)CCCN2Cc1nnnn1C1CCCC1,-14.4%,-19.2%,-2.0%,19.2,-1.8%,4.2%,-5.0%
CN(C)c1ccc(CNC(=O)c2ccc3nc(CCc4ccccc4)oc3c2)cc1,1.0%,/,/,15.6,/,/,0.8%
N#CC(C#N)C(c1ccsc1)c1c(-c2ccccc2)[nH][nH]c1=O (stereo not drawn),0.1%,13.4%,-31.4%,86.8,1.7%,3.2%,-3.7%
COc1ccc(OC)c(NC(=O)[C@H]2CC=CC[C@H]2C(=O)O)c1,3.2%,-7.4%,-7.3%,-8.3,0.7%,2.1%,-7.3%
CC(C)(C)c1ccc(OCCSc2nc(-c3cccs3)nc3cc(=O)[nH]n23)cc1,1.2%,/,/,-1.4,/,/,-4.4%
COc1ccc(Cl)cc1NC(=S)NC1CCCC1,-12.4%,5.6%,-23.1%,-11.3,-24.4%,-1.7%,-3.1%
COc1cc(C(=O)NCC(C)C)cc(OC)c1OC,-13.7%,0.2%,-5.7%,15.8,9.5%,1.8%,-5.4%

# Laid out differently: entries from further up.
# Below each compound – AmpC detergent | AMA1-RON2 inh | AmpC inh no detg | HCMV antiviral | HCV inh | LmPK inhibitor | Tb PYK inh
CSCCC(NC(=O)c1ccc([N+](=O)[O-])cc1Cl)C(=O)OCC(=O)NCC(F)(F)F (stereo not drawn)
  -10.3% | 9.4% | -12.7% | 14.5 | 19.2% | 1.5% | 1.8%
CCCCNC(=O)c1ccc(-n2c(=S)[nH]c3ccccc3c2=O)cc1
  -8.4% | 57.8%[activator] | -15.0% | -23.2 | 7.5% | 0.5% | -1.4%

# Other records.
SMILES,AmpC detergent,AMA1-RON2 inh,AmpC inh no detg,HCMV antiviral,HCV inh,LmPK inhibitor,Tb PYK inh
CCOCCn1c(CN2CCN(C(=O)c3ccco3)CC2)nc2c1c(=O)n(C)c(=O)n2C,-7.8%,11.3%,2.5%,25.2,24.5%,-4.5%,4.5%
NC(=O)c1cc([N+](=O)[O-])ccc1NCc1ccc(C(=O)O)cc1,2.9%,-2.8%,-21.3%,-12.6,-0.7%,/,-2.5%
Cc1nn(Cc2ccccc2)c(Cl)c1C(=O)NCCc1ccc(Cl)cc1,?,-0.8%,22.1%,4.8,?,-1.4%,0.3%
Cc1nccn1CC(=O)N/N=C/c1c[nH]c2ccccc12,7.2%,10.1%,-12.2%,12.2,-30.0%,1.0%,0.0%
Cc1c(C(=O)NCc2cccc(Cl)c2)sc2nc3n(c(=O)c12)CCC3,0.0%,/,/,14.5,/,/,-11.4%
O=C(CO/N=C/c1ccccc1OC(F)F)N1CCc2ccccc21,-7.7%,-1.5%,-6.9%,17.8,-7.7%,4.2%,-6.6%
Cc1ccccc1CN1CCCC(C(=O)N2CCCCC2)C1 (stereo not drawn),-1.2%,12.0%,-29.2%,-2.3,0.7%,2.8%,-4.6%
O=C1CSC(c2ccccc2F)N1c1ccccc1F (stereo not drawn),-11.3%,-6.6%,-3.1%,32.4,5.6%,5.3%,0.5%
CCCCC(CC)CNC(=O)CN(C)S(=O)(=O)c1cccc2nsnc12 (stereo not drawn),-13.9%,-18.8%,39.1%,-24.8,-6.8%,2.1%,4.6%
Cc1noc(C)c1COc1ccc(CC(=O)NCc2ccccc2)cc1,-9.7%,40.9%[activator],-5.2%,-9.4,5.4%,1.1%,3.3%
CCn1c(SCC(=O)NC(C)(C)C)nc(O)cc1=O,0.3%,27.5%,-9.1%,-0.7,0.4%,-3.1%,0.1%
CC1CCN(c2cc(N(C)CCO)c([N+](=O)[O-])c3nonc23)CC1,5.9%,-4.8%,-11.8%,-39.9,-1.6%,7.4%,-0.2%
CCOC(=O)C(NCCc1ccccc1F)(NC(C)=O)C(F)(F)F (stereo not drawn),-13.1%,-8.0%,-4.0%,-23.6,0.4%,1.3%,-5.7%
O=C(CN1C(=O)c2ccccc2S1(=O)=O)N1CCN(Cc2ccc3c(c2)OCO3)CC1,?,4.6%,1.5%,5.0,3.1%&27.4%,-0.4%,-1.3%
COCCCN1C(=O)C(=O)/C(=C(/O)c2ccc(S(=O)(=O)N3CCCCC3)cc2)C1c1ccc(OC)cc1 (stereo not drawn),1.8%,-6.3%,-6.9%,0.0,13.0%,5.0%,2.3%
CCOC(=O)c1c(C)[nH]c(C(=O)OCC(=O)N(CC)c2c(N)n(Cc3ccccc3)c(=O)[nH]c2=O)c1C,/,4.3%,/,-39.2,?,/,6.8%
COc1cccc(Nc2n[nH]c(=S)s2)c1,-2.2%,41.9%[activator],-47.7%,-30.2,3.6%,-11.3%,?
Cc1cc2occ(CC(=O)NC3(C)CCS(=O)(=O)C3)c2cc1C (stereo not drawn),-1.2%,-0.5%,174.6%,17.9,1.1%,-5.1%,-3.1%
COc1ccc(N2CCN(C(CNC(=O)c3cccc(Cl)c3)c3cccnc3)CC2)cc1 (stereo not drawn),-6.5%,-12.2%,46.1%,-30.7,?,5.9%,-8.8%
CCOc1ccc(C2NC(=O)C(C#N)=C(S)N2c2cccc(C)c2)cc1OC (stereo not drawn),7.9%,22.8%,-23.9%,?,13.0%,6.7%,-3.2%

# Molecules shown so far that have an NH in an aromatic ring (7):
SMILES,AmpC detergent,AMA1-RON2 inh,AmpC inh no detg,HCMV antiviral,HCV inh,LmPK inhibitor,Tb PYK inh
COc1cccc(/C=N/NC(=O)c2[nH]c(C)c(C(=O)N/N=C/c3cccc(OC)c3O)c2C)c1O,?,27.6%,35.2%,57.5,?,0.3%,-8.2%
CCCCNC(=O)c1ccc(-n2c(=S)[nH]c3ccccc3c2=O)cc1,-8.4%,57.8%[activator],-15.0%,-23.2,7.5%,0.5%,-1.4%
N#CC(C#N)C(c1ccsc1)c1c(-c2ccccc2)[nH][nH]c1=O (stereo not drawn),0.1%,13.4%,-31.4%,86.8,1.7%,3.2%,-3.7%
CC(C)(C)c1ccc(OCCSc2nc(-c3cccs3)nc3cc(=O)[nH]n23)cc1,1.2%,/,/,-1.4,/,/,-4.4%
Cc1nccn1CC(=O)N/N=C/c1c[nH]c2ccccc12,7.2%,10.1%,-12.2%,12.2,-30.0%,1.0%,0.0%
CCOC(=O)c1c(C)[nH]c(C(=O)OCC(=O)N(CC)c2c(N)n(Cc3ccccc3)c(=O)[nH]c2=O)c1C,/,4.3%,/,-39.2,?,/,6.8%
COc1cccc(Nc2n[nH]c(=S)s2)c1,-2.2%,41.9%[activator],-47.7%,-30.2,3.6%,-11.3%,?

# (list continues)
SMILES,AmpC detergent,AMA1-RON2 inh,AmpC inh no detg,HCMV antiviral,HCV inh,LmPK inhibitor,Tb PYK inh
C=CCOc1ccc(C2OC34CCCCC3C(C#N)(C#N)C2(C#N)C(=N)O4)cc1 (stereo not drawn),1.8%,12.2%,-21.3%,/,20.9%,1.8%,-3.6%
CCOc1ccccc1CNC(=O)CCCn1ccc2cc(S(=O)(=O)N3CCCC3)ccc21,1.0%&-4.5%,6.7%,1.0%,-5.8&-14.9,4.8%,4.5%,2.6%&-11.7%
C/C(=C\C=C\c1ccccc1)C(=O)c1c(C)cc(C)[nH]c1=O,-2.2%,-8.3%,-10.5%,-34.1,5.4%,8.2%[11.5 µM],-4.8%
O=c1c2c3c(sc2nc(NCCOCCO)n1Cc1ccco1)CCCCC3,-0.8%,-9.7%,148.3%[activator],89.8,-9.2%,0.6%,3.4%
CCN1C(=O)c2ccccc2S(=O)c2ccc(C(=O)N3CCN(c4cccc(C)c4)C(C)C3)cc21 (stereo not drawn),14.4%,/,/,-27.3,/,/,5.8%
C=CCN(c1ccc(Cl)cc1)S(=O)(=O)c1cccc(C(=O)OCC(=O)N(C)C)c1,-5.5%,-2.1%,179.7%[activator],9.9,-15.1%,0.2%,-3.7%
CCCNC(=O)NC(=O)CSc1nnc(-c2c[nH]c3ccccc23)o1,-4.2%,49.0%[activator],89.6%[activator],31.4,-3.3%,9.2%,2.0%
Cc1c(C(=O)O)cc(C(C)(C)C)n1CCSCCO,5.5%,-2.2%,-7.7%,28.8,4.5%,3.2%,1.0%
NS(=O)(=O)c1ccc(Cl)c(S(N)(=O)=O)c1,/,20.0%,/,?,14.8%,/,-8.1%&-3.0%
